TDP1 inh = qHTS Assay for Inhibitors of Tyrosyl-DNA Phosphodiesterase (TDP1) | Tyrosyl-DNA phosphodiesterase 1 (Homo sapiens), Q9NUW8 | recombinant TDP1, AlphaScreen DNA substrate cleavage | Potency, µM (top dose mostly 130 µM), inactives show top-dose activity change, negative = inhibition, most hits filed as inhibitors | 350,000 compounds, 0.28% hits | AID 485290, 2010; note: nearly all actives have a fitted effect of over 40% in size
Target sequence (Q9NUW8 whole entry, looked up): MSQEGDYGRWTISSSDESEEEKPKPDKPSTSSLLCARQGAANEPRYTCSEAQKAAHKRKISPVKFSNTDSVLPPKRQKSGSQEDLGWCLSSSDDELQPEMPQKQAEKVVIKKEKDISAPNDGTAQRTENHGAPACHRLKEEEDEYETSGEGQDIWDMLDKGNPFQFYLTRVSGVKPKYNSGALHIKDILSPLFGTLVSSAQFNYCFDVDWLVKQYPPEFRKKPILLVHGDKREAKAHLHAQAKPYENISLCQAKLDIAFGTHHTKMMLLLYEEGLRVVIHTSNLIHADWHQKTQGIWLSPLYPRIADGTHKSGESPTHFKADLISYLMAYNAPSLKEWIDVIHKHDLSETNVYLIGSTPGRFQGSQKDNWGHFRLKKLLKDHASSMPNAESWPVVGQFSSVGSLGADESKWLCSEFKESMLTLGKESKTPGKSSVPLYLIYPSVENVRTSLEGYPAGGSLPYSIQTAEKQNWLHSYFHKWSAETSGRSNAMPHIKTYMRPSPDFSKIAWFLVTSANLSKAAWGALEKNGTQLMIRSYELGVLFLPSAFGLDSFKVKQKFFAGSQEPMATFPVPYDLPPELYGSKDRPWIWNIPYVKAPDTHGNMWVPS
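E. coli-derived human Tdp1, 1 nM final. Cpd preinc 15 min RT; substrate 15 nM final, 5 min RT; AS bead mix 10 ug/ml final, 10 min RT. Signal loss = tyrosine-FITC cleavage. No-enzyme wells = max signal.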
N370S GC = qHTS Assay for Inhibitors and Activators of N370S glucocerebrosidase as a Potential Chaperone Treatment of Gaucher Disease; Lysosomal acid glucosylceramidase (Homo sapiens), P04062; N370S GC spleen homogenate, 4MU-glucoside fluorescence; Potency, µM (top dose mostly 59.4 µM), without a hit: at the highest dose activity change, negative = inhibition, hits mostly inhibitors; 330,000 compounds, 0.092% hits; AID 2101, 2009;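 note: 0% = full enzyme activity and -100% = no enzyme basal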
DT40 TDP1 no CPT = qHTS for Inhibitors of human tyrosyl-DNA phosphodiesterase 1 (TDP1): qHTS in cells in absence of CPT. DT40 Tdp1-/- hTDP1 cells, no CPT, ATP luminescence, 48 h. Potency, µM (doses to about 46.2 µM), inactives show top-dose activity change, negative = growth inhibition, usual class: inhibitors. 420,000 compounds, 15% hits; note: nearly all actives have a fitted effect of over 55% in size
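Stably hTDP1-transfected Tdp1-null chicken DT40 cells were treated with library compounds minus camptothecin and grown for at least 48 hr at 37 °C, after which cellular ATP was quantified by luminescence.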
Numbers without * were called inactive; ? = inconclusive; · = not tested or not shown; & = joins results of further samples; [ ] = another dose, or the depositor's remark. Calls come from the whole dose curve; as a rule, active = well fitted curve in the direction sought with a large enough effect; inconclusive = small, poorly fitted or top-dose-only effect, or another doubt; inactive = no such curve, though single readings can be large; an effect the other way counts as inactive or inconclusive. Unless noted, % is set by controls: 0 for no effect and ±100 for the full control effect; potency is the fitted concentration of half-maximal effect.

Compound,TDP1 inh,N370S GC,DT40 TDP1 no CPT
CCOC(=O)CN1C(=O)C(=O)N(Cc2c(C)cc(C)cc2C)C1=O,·,-2.6%,-2.2%
COc1cccc(NC(=O)CSc2nnc(-c3cccs3)o2)c1,6.8%,·,4.6%
O=C(CCNC(=O)c1ccc(Br)cc1)Nc1ccccc1N1CCCC1,·,0.5%,?
CCn1c(SCc2cc(=O)n3ccsc3n2)nc2ccccc21,-7.9%,6.5%,?
CCOC(=O)N1CCN(C(=O)Cn2nc(C)n3nc(-c4ccc(OC)cc4)cc3c2=O)CC1,1.5%,9.3%,?
COc1ccc(CNC(=O)CN(Cc2ccccc2)S(=O)(=O)c2ccc(Cl)cc2)cc1,-5.7%,·,18.4µM*
CCOC(=O)N1CCN(Cc2ccc(OCC(O)CN3CCCCC3)cc2)CC1 (stereo not drawn),·,-25.8%,9.2%
CC(C)CCNC(=O)CCSCCC(=O)NCCC(C)C,1.9%,?,-0.4%
COc1ccc(OC)c(NC(=O)CCN2CCC(C)CC2)c1,3.3%,-6.0%,-7.7%
CCCNc1c(NC(=O)COc2ccc(Cl)cc2)c(=O)oc2ccccc12,-3.1%,11.7%,?
COc1ccc(CCC(C)NCc2ccc(C(F)(F)F)cc2)cc1 (stereo not drawn),·,?,?
CCOC(=O)c1ccc(NC(=O)c2cnn(-c3ccc(C)cc3C)c2C2CCN(C(=O)OC(C)(C)C)CC2)cc1,0.0%,·,16.4µM*
COc1cccc(C(=O)CSc2nnc(-c3ccco3)n2CC2CCCO2)c1 (stereo not drawn),2.1%,-5.6%,?
COc1ccccc1CNS(=O)(=O)c1c(C)nc2sccn2c1=O,-2.6%,-0.5%,4.1%&-3.5%
COC(=O)CCC(=O)NC1CC(C)(C)Cc2c1cnn2-c1ccc(F)cc1 (stereo not drawn),-0.1%,0.4%,?
COc1cccc2sc(NC(=O)c3ccc(Br)s3)nc12,1.8%,-7.3%,?
COc1ccc2oc(=O)c(C(=O)NCC3CCCO3)cc2c1 (stereo not drawn),-2.0%,11.4%,-5.6%
Cc1ccc(-c2noc(N=O)c2NO)cc1,·,-9.0%,23.1µM*
COc1ccc(OC)c(-c2nn(-c3ccccc3)cc2C(=O)NCC(c2ccco2)N2CCCC2)c1 (stereo not drawn),1.2%,·,20.6µM*
CCCCNc1c(C(=O)OCC)c(=O)[nH]c2ccccc12,2.0%,7.8%[2.35 µM],?
O=c1c(N2CCc3ccccc3C2)csc2ccc(Br)cc12,6.5%,·,?
COc1ccc2nc(NC(=O)c3cccc(-c4cc5ccccc5oc4=O)c3)sc2c1,-2.7%,-0.4%,16.4µM*
Cc1ccc(CNC(=O)COC(=O)[C@@H]2CC(O)CN2S(=O)(=O)c2ccc3c(c2)OCCO3)cc1 (stereo partly drawn),4.3%,0.3%,?
CCCc1c(C(=O)N/N=C/c2cccnc2)nnn1-c1nonc1N,-3.5%,-4.1%,9.6%
CN(C)c1ccc(C2Nc3ccccc3C(=O)N2CCN2CCNC2=O)cc1 (stereo not drawn),7.7%,-10.9%,-12.9%
Cc1c(C(=O)N(C)c2ccccc2Cl)cnn1-c1ccccc1,·,1.9%,?
O=[N+]([O-])CC(c1ccc(F)cc1)c1c[nH]c2ccccc12 (stereo not drawn),·,-5.8%,6.51µM*
Cc1csc2c(N(C)CCO)ncnc12,-2.5%,25.1%,-16.6%
N#C/C(=C/c1cccc(O)c1)C(=O)NCc1ccc(Cl)cc1,·,-4.5%,16.4µM*
CC(=O)Nc1ccc(OCc2ccc(S(=O)(=O)Cc3ccccc3)cc2)cc1,-6.0%,1.8%,?

A different layout for some results above.
Second line of a record: TDP1 inh | N370S GC | DT40 TDP1 no CPT
COC(=O)CCC(=O)NC1CC(C)(C)Cc2c1cnn2-c1ccc(F)cc1 (stereo not drawn)
 : -0.1% | 0.4% | ?
CCCNc1c(NC(=O)COc2ccc(Cl)cc2)c(=O)oc2ccccc12
 : -3.1% | 11.7% | ?

Returning to the listing with the five entries that preceded the break.
Compound,TDP1 inh,N370S GC,DT40 TDP1 no CPT
Cc1c(C(=O)N(C)c2ccccc2Cl)cnn1-c1ccccc1,·,1.9%,?
O=[N+]([O-])CC(c1ccc(F)cc1)c1c[nH]c2ccccc12 (stereo not drawn),·,-5.8%,6.51µM*
Cc1csc2c(N(C)CCO)ncnc12,-2.5%,25.1%,-16.6%
N#C/C(=C/c1cccc(O)c1)C(=O)NCc1ccc(Cl)cc1,·,-4.5%,16.4µM*
CC(=O)Nc1ccc(OCc2ccc(S(=O)(=O)Cc3ccccc3)cc2)cc1,-6.0%,1.8%,?
CC(O)CNc1nc2ccccc2n1CC(=O)N1CCN(Cc2ccccc2)CC1 (stereo not drawn),-5.3%,-4.0%,-12.5%
CCOC(=O)N1CCC(NC(=O)C2CCCN2C(=O)OCc2ccccc2)CC1 (stereo not drawn),4.2%,1.5%,-29.1%
CC1=C(C(=O)OCC2CCCO2)C(c2ccncc2)C2=C(CCCC2=O)N1 (stereo not drawn),0.0%,4.6%,7.7%
O=C(CSc1nc2ccccc2[nH]1)N1CCN(c2ccccc2)CC1,9.6%,-11.6%,-6.7%
CCOC(=O)c1cc(-c2ccc(/C=C3/C(=O)NC(=O)C(C#N)=C3C)o2)ccc1Cl,-7.9%,8.2%,?
Fc1ccc(NC(=S)Nc2cc(-c3ccccc3)[nH]n2)cc1Cl,1.8%,4.0%,?
Cc1ncsc1CCOC(=O)C12CC3CC(CC(C3)C1)C2,5.9%,-2.9%,-26.7%
CCOC(=O)N1CCC(Nc2c(-c3ccc(C)cc3)c(=O)c2=O)CC1,5.5%,8.2%,?
CCC(=O)N1c2ccccc2CC1C(=O)NCCc1ccccc1OC (stereo not drawn),3.8%,·,?
O=C(NCc1ccco1)c1ccc(COCC(F)(F)F)cc1,2.3%,-20.1%,-13.7%
CC1CCCCN1S(=O)(=O)c1ccc(C(=O)Nc2nnc(-c3ccncc3)o2)cc1 (stereo not drawn),10.4%,4.3%,?
CN(C)c1ccc(P(=O)(Nc2ccccc2)N2CCOCC2)c(NC(=O)c2cccs2)c1 (stereo not drawn),5.5%,-3.9%,?
CCOC(=O)N1CCN(S(=O)(=O)c2c(C)[nH]c(=O)[nH]c2=O)CC1,3.3%,-0.1%,-10.6%
O=C(O)c1ccccc1-c1ccccc1C(=O)Nc1ccc2c(c1)CCC2,·,1.2%,15.6%
Nc1nnnn1/N=C/c1ccc(N2CCCCC2)c([N+](=O)[O-])c1,0.0%,3.4%,13µM*
COC(=O)c1ccc(C2c3c(oc4ccc(C)cc4c3=O)C(=O)N2Cc2ccc3c(c2)OCO3)cc1 (stereo not drawn),5.3%,·,-3.5%
CCn1c(=O)cc(OCC(=O)Nc2ccccc2C#N)c2ccccc21,2.2%,1.0%,-13.2%
Cc1ccc(S(=O)(=O)N2CCCN(S(=O)(=O)c3ccc(C)cc3)CC2)cc1,-1.1%,9.9%,?
CCOc1ccc(CN2CCNC(=O)C2CC(=O)NCCc2ccccn2)cc1 (stereo not drawn),·,-1.7%,-0.4%
COc1cc(C2C(C#N)=C(C)NC3=C2C(=O)c2ccccc23)cc(OC)c1OC (stereo not drawn),2.8%,-3.6%,0.581µM*
CCS(=O)(=O)N1CCC2(CC1)OCCN2S(=O)(=O)c1ccc(OC)cc1,-3.9%,4.7%,0.1%
Cc1ccc(-n2c(=O)c3oc4ccccc4c3n(CC(=O)Nc3ccccc3)c2=O)cc1C,0.0%,·,-4.0%
O=C(O)c1c2c(nc3ccc(Cl)cc13)CCC2,·,-0.7%,-16.0%
COCCCNC(=O)CNC(=O)c1nn(-c2ccc(OC)cc2)c(=O)c2ccccc12,·,-3.2%,2.6%
CC(Sc1n[nH]c(N)n1)C(=O)Nc1cccc2ccccc12 (stereo not drawn),0.8%,·,-24.4%
Clc1ccc(-c2cc(CN3CCCCC3)no2)cc1Cl,·,-12.7%,?
Cc1ccc(-c2ccc(/C=N/n3cnnc3)o2)cc1Cl,9.1%,3.8%,-24.0%
CC(O)CNc1nc2c(c(=O)n(C)c(=O)n2C)n1Cc1cccc(Br)c1 (stereo not drawn),4.8%,-33.9%,14.1µM*
Cc1cccc(OCC(=O)Nc2ccc3c(C)cc(=O)oc3c2)c1,2.7%,4.7%,-2.9%
CCN(CC(=O)Nc1c(F)cccc1F)C(=O)C1CCN(C(=O)Nc2ccccc2)CC1,3.2%,·,4.7%
CCCCCCC#Cc1cncc(C(=O)NNC(=O)Nc2cc(Cl)cc(Cl)c2)c1,2.7%,-1.5%,?
CN1CCN(S(=O)(=O)c2cccc(C(=O)Oc3ccc(C(C)(C)C)cc3)c2)CC1,-0.1%,-23.6%,?
O=C(Nc1ccc([N+](=O)[O-])cc1)Nc1ccc(OC(F)F)c(Cl)c1,2.6%,-13.7%,1.64µM*
Cc1ccccc1NC(=O)c1cccc(N2C(=O)C3C4CC(C(Br)C4Br)C3C2=O)c1 (stereo not drawn),1.4%,-10.2%,1.5%
COc1ccc(Cl)cc1NC(=O)CCCN1C(=O)C(c2ccccc2)Oc2cccnc21 (stereo not drawn),2.6%,·,23.1µM*
CN1CCN(c2ccc(NC(=O)c3ccc4c(c3)OCCO4)cc2Cl)CC1,0.0%,1.4%,-17.4%
Cc1ccc([N+](=O)[O-])cc1NC(=O)C1CCCC1,3.0%,-7.6%,2.5%
CCN(CC)S(=O)(=O)c1ccc(NC2CCN(Cc3ccccc3)CC2)nc1,0.1%,-8.7%,?
CCn1cc(/C=C2/SC(=S)NC2=O)c(C)n1,·,20.5%,?
COc1ccccc1CNC(=O)Cn1cc([N+](=O)[O-])ccc1=O,2.6%,-2.2%,-3.0%
Cc1c(NC(=O)CC2NC(=O)NC2=O)c(=O)n(-c2ccccc2)n1C (stereo not drawn),-5.1%,17.2%,·
CC(C)C(=O)Nc1cccc(C(=O)Nc2ccc(S(=O)(=O)N3CCOCC3)cc2)c1,·,8.1%,-27.3%
Cc1cc2nc(/C=C/c3cccnc3)[nH]c2cc1C,·,?,0.0184µM*
CN(C)CCNC(=O)CCCN1C(=O)c2cccnc2Oc2ccc(Cl)cc21,5.0%,·,-15.2%
Nc1ccc(Sc2ccccc2CC(=O)O)cc1,0.0%,-0.6%[12.8 µM],·
CC(=O)N1CCc2cc(S(=O)(=O)NCCC(=O)NCCc3ccc(C)cc3)ccc21,4.3%,-11.2%,16.4µM*
O=C(Nc1cccc(-c2nc3ccccc3[nH]2)c1)c1c(F)cccc1F,-4.8%[12.3 µM],·,10.3µM*
Cc1ccc(NC(=O)N2C3CCCC2CC(NC(=O)C2CC2)C3)cc1 (stereo not drawn),·,-9.8%,-14.8%
Cc1ccc(CN2C(=O)C(=O)N(CC(N)=O)C2=O)cc1,·,-0.2%,0.3%
COc1cc(/C=N/NC(=O)c2cccc(S(=O)(=O)N3CCCC3)c2)cc(OC)c1O,·,-9.0%,?
Cc1ccc(C)c(NC(=O)NCCN2CCCCC2)c1,3.1%,-7.2%,11.0%
O=[N+]([O-])c1ccc(Sc2ccccc2)nc1,4.7%,-0.6%,-8.7%
CCOC(=O)c1c(NC(=O)C2c3ccccc3Oc3ccccc32)sc(C)c1CC,0.0%,·,-5.7%
CCN(c1ccccc1)S(=O)(=O)c1ccc(C(=O)NCCCn2ccnc2)cc1,5.8%,0.5%,-26.2%
CC(C)CCn1c(SCc2c(F)cccc2Cl)nc2ccsc2c1=O,-3.4%,·,7.7%
COc1ccc(N(CC(=O)Nc2ccc(C)c(C)c2)S(=O)(=O)c2ccc(C)cc2)cc1OC,2.2%[12.3 µM],·,-17.4%
Cc1ccc(C(=O)C(c2ccccc2)N2Cc3ccccc3C2=N)cc1 (stereo not drawn),4.2%,6.7%,8.2µM*
CCOc1ccc(NC(=O)CSc2nnc(Cc3ccccc3)c(=O)n2N)cc1,4.3%,2.3%,-15.3%
CC1C/C(=C/c2cccn2C)C(=O)/C(=C/c2cccn2C)C1 (stereo not drawn),14.7%,-22.5%,23.1µM*
COc1ccc(/C(C)=N/Nc2cccc(C(=O)O)c2)cc1OC,-3.0%,-3.7%,-1.9%
Cc1onc(-c2ccccc2)c1C(=O)Nc1nnc(N2CCCCCC2)s1,10.9%,19.9%,?

Screening data as filed in PubChem BioAssay.

An excerpt; rates above refer to the full screens.
